BoNT-F LC inh = inhibitors of Botulinum neurotoxin F light chain protease | Multiplex microsphere protease cleavage assay, flow cytometry | inhibition, % at 10 µM | actives 0.22% (n = 360,000) | AID 588497; in the data active = inhibition above about 35%, passing the limit was not always enough; inconclusive = no clear call, values can overlap the other calls; also: plate controls were buffer without enzyme for full effect and enzyme alone for no effect
MazF activator = increases E. coli MazEF RNase cleavage of RNA; AID 504720; P0AE70; actives 0.32% (n = 350,000); FAM/BHQ RNA-DNA oligo cleavage fluorescence, 5 h; activation, % at 20 µM; in the data active = activation above about 50%
Target sequence (P0AE70 whole entry, looked up): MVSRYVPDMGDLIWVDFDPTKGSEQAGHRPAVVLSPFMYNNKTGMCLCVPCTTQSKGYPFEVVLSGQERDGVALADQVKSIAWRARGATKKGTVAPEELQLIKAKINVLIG
PrPC surface inh = inhibitors of human cell surface prion protein PrPC. P04156. TR-FRET read-out. inhibition, % at 13.8 µM. actives 0.43% (n = 370,000). AID 720596; in the data active = inhibition above about 24%; also: 0% = median of the test wells and 100% = reference compound wells
VHR inh abs = DUSP3 (human) phosphatase inhibition; recombinant VHR phosphatase, pNPP absorbance; P51452; actives 0.52% (n = 290,000); inhibition, % at 13.3 µM; in the data active = inhibition above about 50%; also: some compounds called inactive have numbers as strong as hits
Target sequence (P51452 whole entry, looked up): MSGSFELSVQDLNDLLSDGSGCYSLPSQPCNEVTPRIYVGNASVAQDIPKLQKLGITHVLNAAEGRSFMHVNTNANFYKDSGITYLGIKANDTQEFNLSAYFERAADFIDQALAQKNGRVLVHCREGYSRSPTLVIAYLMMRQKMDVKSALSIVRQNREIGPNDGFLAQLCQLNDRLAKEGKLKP
3CLpro inhibitor = SARS-CoV 3CLpro protease inhibition | inhibition, % at 6 µM | recombinant SARS-CoV 3CLpro, quenched FRET peptide cleavage | actives 0.14% (n = 290,000); in the data active = inhibition above about 12%
CCHF vOTU inh = blocks the CCHF virus ovarian tumor domain protease | CCHFV vOTU protease, Pep-AMC fluorescence | inhibition, % at 11.5 µM | actives 0.55% (n = 370,000) | AID 651958; in the data active = inhibition above about 30%; also: 0% = vehicle wells with enzyme and 100% = no enzyme wells
BoNT A protease = inhibitors of Botulinum neurotoxin A light chain protease | actives 0.17% (n = 360,000) | multiplex microsphere protease substrate cleavage, flow cytometry | inhibition, % at 10 µM; also: plate controls were buffer without enzyme for full effect and enzyme alone for no effect
PriA SSB inh = blocks PriA binding to SSB C-terminal tail; AlphaScreen SSBct-PriA binding, biotinylated peptide; inhibition, % at 33 µM; actives 0.6% (n = 430,000); in the data active = inhibition mostly above about 37%, no sharp cut-off; inactive = mostly below about 20%;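 also: plate controls were negative control peptide for no effect and reference peptide for full effect; strong numbers were not always called active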
Rv3671c inh = Rv3671c (M. tuberculosis) protease inhibition; inhibition, % at 5.96 µM; AID 2606; actives 0.048% (n = 320,000); P9WHR9; in the data active = inhibition above about 38%;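 also: extracellular domain of Rv3671c used as enzyme; 0% = enzyme with DMSO and 100% = no enzyme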
Target sequence (P9WHR9 whole entry, looked up, the tested form may be a part): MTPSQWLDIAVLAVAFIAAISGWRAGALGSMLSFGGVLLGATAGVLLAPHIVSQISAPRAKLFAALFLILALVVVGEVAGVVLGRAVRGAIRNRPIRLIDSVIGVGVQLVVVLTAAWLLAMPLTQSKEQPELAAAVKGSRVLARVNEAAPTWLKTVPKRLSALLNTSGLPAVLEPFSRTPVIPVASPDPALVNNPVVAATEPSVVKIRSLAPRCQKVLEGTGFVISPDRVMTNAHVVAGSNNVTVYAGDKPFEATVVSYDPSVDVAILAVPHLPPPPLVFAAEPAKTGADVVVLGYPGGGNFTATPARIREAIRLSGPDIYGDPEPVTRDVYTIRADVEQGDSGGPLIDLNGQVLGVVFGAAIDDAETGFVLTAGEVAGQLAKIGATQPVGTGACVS
Anthrax LF inh2 = blocks Bacillus anthracis lethal factor protease; P15917; multiplex microsphere protease cleavage assay, LF; inhibition, % at 10 µM; actives 0.12% (n = 360,000); AID 588501; also: plate controls were buffer without enzyme for full effect and enzyme alone for no effect
Starred values were filed as active, the others as inactive. Rule as the data show it, unless noted: active = inhibition above about 30%; inconclusive = no clear call, values can overlap the other calls; inactive = below that. The list is partial, so the mix of outcomes need not match the whole.

`CCOc1ccc(NS(=O)(=O)c2ccc(C(=O)N3CCCC(C)C3)cc2)cc1` (centres undefined) gave BoNT-F LC inh -6, MazF activator 6, PrPC surface inh 0, CCHF vOTU inh -2, BoNT A protease -0.7, PriA SSB inh 14, Rv3671c inh 6 and Anthrax LF inh2 -2.
Screening COCCn1c(SCC(=O)NC2CCCCC2C)nnc1-c1ccncc1 (centres undefined) returned BoNT-F LC inh 7, MazF activator 2, PrPC surface inh 3, VHR inh abs -10, 3CLpro inhibitor -2, CCHF vOTU inh 5, BoNT A protease 1.1, PriA SSB inh -6, Rv3671c inh -3 and Anthrax LF inh2 -9.
Screening CCOC(=O)Cc1c(C)nc(N)[nH]c1=O returned BoNT-F LC inh -2, MazF activator -4, PrPC surface inh 6, VHR inh abs 6, 3CLpro inhibitor 7, CCHF vOTU inh 7, BoNT A protease -0.7, PriA SSB inh 6, Rv3671c inh 0 and Anthrax LF inh2 -3.
CCCc1nn2c(=O)c(C(c3ccc(C)cc3)c3c(O)nc4sc(CCC)nn4c3=O)c(O)nc2s1 was read as BoNT-F LC inh -2, MazF activator 1, PrPC surface inh -1, VHR inh abs -3, 3CLpro inhibitor -1, CCHF vOTU inh 7, BoNT A protease 0.3, PriA SSB inh -31, Rv3671c inh 9 and Anthrax LF inh2 -1.
O=C(Cc1cccc(NC(=O)C2CCCN(C(=O)c3ccccc3)C2)c1)Nc1ccc(C(=O)N2CCCCC2)cc1 (centres undefined) was read as BoNT-F LC inh -1, MazF activator 3, PrPC surface inh 2, CCHF vOTU inh 3, BoNT A protease -0.2, PriA SSB inh -6 and Anthrax LF inh2 0.
Screening Cc1ccc(C(=O)N(C)CC(=O)Nc2ccc(F)c(F)c2F)o1 returned BoNT-F LC inh 4, MazF activator 1, PrPC surface inh -9, VHR inh abs 4, 3CLpro inhibitor -1, CCHF vOTU inh -3, BoNT A protease 0.9, PriA SSB inh -11, Rv3671c inh -9 and Anthrax LF inh2 -3.
For O=S(=O)(NCC1CCCO1)c1ccc2c(c1)OCCO2 (centres undefined) the results were BoNT-F LC inh 9, MazF activator 2, PrPC surface inh -3, VHR inh abs 5, 3CLpro inhibitor 3, CCHF vOTU inh 12, BoNT A protease 0.0, PriA SSB inh -12, Rv3671c inh 7 and Anthrax LF inh2 -2.
CCN(CC)C(=O)c1ccc(COc2ccccc2Br)o1 was read as BoNT-F LC inh -11, MazF activator -2, PrPC surface inh 1, VHR inh abs 13, 3CLpro inhibitor 0, CCHF vOTU inh -9, BoNT A protease -0.3, PriA SSB inh -17, Rv3671c inh 0 and Anthrax LF inh2 0.
Screening O=C(Nc1ncnc2sc3c(c12)CCC3)c1ccco1 returned BoNT-F LC inh -14, MazF activator -5, PrPC surface inh 10, VHR inh abs -9, 3CLpro inhibitor -2, CCHF vOTU inh 3, BoNT A protease 1.1, PriA SSB inh -15, Rv3671c inh 1 and Anthrax LF inh2 -4.
Screening COc1ccc(C/C(=N\O)c2ccc(OC)cc2)cc1 returned BoNT-F LC inh -11, MazF activator 9, PrPC surface inh 5, VHR inh abs 12, 3CLpro inhibitor -4, CCHF vOTU inh 6, BoNT A protease -0.7, PriA SSB inh 1, Rv3671c inh -1 and Anthrax LF inh2 7.
`Cc1nn(C)c(C)c1S(=O)(=O)N1CCC(CO)(Cc2ccc(Cl)cc2)CC1` gave BoNT-F LC inh 1, MazF activator 3, PrPC surface inh 2, VHR inh abs 16, 3CLpro inhibitor 0, CCHF vOTU inh -6, BoNT A protease -0.2, PriA SSB inh -13, Rv3671c inh -4 and Anthrax LF inh2 -4.
`O=C(NCc1ccc2c(c1)OCO2)C1CC(=O)N(c2ccc(F)cc2)C1` (centres undefined) gave BoNT-F LC inh -8, MazF activator 5, PrPC surface inh 1, VHR inh abs 18, 3CLpro inhibitor -4, CCHF vOTU inh -17, BoNT A protease -0.4, PriA SSB inh -15, Rv3671c inh -3 and Anthrax LF inh2 4.

Three records drawn at random from those above:
`CCOc1ccc(NS(=O)(=O)c2ccc(C(=O)N3CCCC(C)C3)cc2)cc1` (centres undefined) gave BoNT-F LC inh -6, MazF activator 6, PrPC surface inh 0, CCHF vOTU inh -2, BoNT A protease -0.7, PriA SSB inh 14, Rv3671c inh 6 and Anthrax LF inh2 -2.
Screening COCCn1c(SCC(=O)NC2CCCCC2C)nnc1-c1ccncc1 (centres undefined) returned BoNT-F LC inh 7, MazF activator 2, PrPC surface inh 3, VHR inh abs -10, 3CLpro inhibitor -2, CCHF vOTU inh 5, BoNT A protease 1.1, PriA SSB inh -6, Rv3671c inh -3 and Anthrax LF inh2 -9.
Screening COc1ccc(C/C(=N\O)c2ccc(OC)cc2)cc1 returned BoNT-F LC inh -11, MazF activator 9, PrPC surface inh 5, VHR inh abs 12, 3CLpro inhibitor -4, CCHF vOTU inh 6, BoNT A protease -0.7, PriA SSB inh 1, Rv3671c inh -1 and Anthrax LF inh2 7.

New compounds follow:
For Cc1ccc(S(=O)(=O)NN=Cc2cc(Cl)ccc2O)cc1 the results were BoNT-F LC inh -1, MazF activator -4, PrPC surface inh -10, CCHF vOTU inh 19, BoNT A protease 0.2, PriA SSB inh 1 and Anthrax LF inh2 -8.
Screening O=C(Nc1ccc(Cl)cc1N1CCOCC1)C1CCCCC1 returned BoNT-F LC inh -3, MazF activator -6, PrPC surface inh 2, VHR inh abs 37, 3CLpro inhibitor 2, CCHF vOTU inh -3, BoNT A protease 0.8, PriA SSB inh -10, Rv3671c inh 5 and Anthrax LF inh2 -5.
Cc1ccc(-n2c(Cc3cccs3)nnc2SCC(=O)Nc2ccc(F)c(F)c2)cc1 was read as BoNT-F LC inh 1, MazF activator 0, VHR inh abs 15, 3CLpro inhibitor 3, BoNT A protease inconclusive, PriA SSB inh -13, Rv3671c inh -6 and Anthrax LF inh2 -3.
NC(=NCCc1c[nH]c2ccccc12)NC(=O)c1ccc(F)cc1 was read as BoNT-F LC inh inconclusive, MazF activator 12, PrPC surface inh 18, VHR inh abs 43, 3CLpro inhibitor -3, CCHF vOTU inh -9, BoNT A protease -0.9, PriA SSB inh 30, Rv3671c inh -2 and Anthrax LF inh2 -5.
For O=C(CN1C(=O)NC2(CCCCCC2)C1=O)c1ccc(Cl)cc1 the results were BoNT-F LC inh 7, MazF activator -5, PrPC surface inh 1, CCHF vOTU inh 11, BoNT A protease 0.3, PriA SSB inh -27, Rv3671c inh -14 and Anthrax LF inh2 2.
Screening CC(=O)N1c2ccc(S(=O)(=O)N3CCCC3)cc2CC1C(=O)Nc1cc(C)cc(C)c1 (centres undefined) returned BoNT-F LC inh inconclusive, MazF activator -3, PrPC surface inh 6, VHR inh abs -12, 3CLpro inhibitor 0, CCHF vOTU inh 10, BoNT A protease inconclusive, PriA SSB inh 6, Rv3671c inh -12 and Anthrax LF inh2 inconclusive.
O=C(CNc1cccc(S(=O)(=O)N2CCOCC2)c1)N1CCc2ccccc21 was read as BoNT-F LC inh -2, MazF activator 13, PrPC surface inh 13, VHR inh abs 33, 3CLpro inhibitor -2, CCHF vOTU inh -5, BoNT A protease 0.1, PriA SSB inh -14, Rv3671c inh 7 and Anthrax LF inh2 1.
Screening CN(CCN1CCOCC1)Cc1nc(-c2ccc(Cl)cc2)no1 returned BoNT-F LC inh -2, MazF activator 2, PrPC surface inh -3, VHR inh abs 17, 3CLpro inhibitor 4, CCHF vOTU inh 6, BoNT A protease -1.1, PriA SSB inh -6, Rv3671c inh 5 and Anthrax LF inh2 -3.
For CCN(CC)CCn1c(=S)[nH]c2ncccc2c1=O the results were BoNT-F LC inh -8, MazF activator 2, PrPC surface inh 3, VHR inh abs 15, 3CLpro inhibitor 4, CCHF vOTU inh 3, BoNT A protease 0.0, PriA SSB inh -21, Rv3671c inh 0 and Anthrax LF inh2 7.
For CNc1cc(F)nc(F)n1 the results were BoNT-F LC inh 0, MazF activator 1, PrPC surface inh 0, VHR inh abs 20, 3CLpro inhibitor 7, CCHF vOTU inh 3, BoNT A protease -0.6, PriA SSB inh -5, Rv3671c inh -4 and Anthrax LF inh2 -2.
For CC(=O)c1c(C)nc2ccc(Br)cc2c1C(=O)O the results were BoNT-F LC inh -5, MazF activator -6, PrPC surface inh 2, VHR inh abs 32, 3CLpro inhibitor 0, CCHF vOTU inh -5, BoNT A protease -0.6, PriA SSB inh 2, Rv3671c inh -1 and Anthrax LF inh2 -2.
Screening CC1(C(=O)O)CCC(C(=O)Nc2ccc(Cl)c(Cl)c2)C1(C)C (centres undefined) returned BoNT-F LC inh inconclusive, MazF activator 2, PrPC surface inh -3, VHR inh abs -12, 3CLpro inhibitor 4, CCHF vOTU inh 2, BoNT A protease -1.9, PriA SSB inh -8 and Anthrax LF inh2 -9.
For BrCC1C[n+]2c(SCc3ccccc3)nc3sc4c(c3c2O1)CCCC4 (centres undefined) the results were BoNT-F LC inh inconclusive, MazF activator 4, PrPC surface inh 8, VHR inh abs -15, 3CLpro inhibitor -4, CCHF vOTU inh 3, BoNT A protease -7.0, PriA SSB inh -1, Rv3671c inh 3 and Anthrax LF inh2 -1.
CCCN1CCN(C(=O)c2cn(CC(C)C)c(=O)c3cc(OC)c(OC)cc23)CC1 was read as BoNT-F LC inh 1, MazF activator 1, PrPC surface inh -2, VHR inh abs -7, 3CLpro inhibitor -3, CCHF vOTU inh 19, BoNT A protease 2.0, PriA SSB inh -6, Rv3671c inh 3 and Anthrax LF inh2 8.
CCc1cccc(C)c1NC(=O)CC1Oc2ccc(C)cc2NC1=O (centres undefined) was read as BoNT-F LC inh 11, MazF activator -6, PrPC surface inh 5, VHR inh abs 13, 3CLpro inhibitor 1, CCHF vOTU inh 2, BoNT A protease 0.0, PriA SSB inh -1, Rv3671c inh 0 and Anthrax LF inh2 1.
CCCCN(C=O)c1c(CC)nc2ccc(C(=O)N3CCN(C(=O)c4ccco4)CC3)cn12 was read as BoNT-F LC inh -7, PrPC surface inh -5, CCHF vOTU inh -4, BoNT A protease -1.0 and Anthrax LF inh2 0.
`O=C(NCC1CCOCC1)c1cc(COc2cccc(C(F)(F)F)c2)on1` gave BoNT-F LC inh 5, MazF activator -5, PrPC surface inh 3, VHR inh abs -37, 3CLpro inhibitor 8, CCHF vOTU inh -5, BoNT A protease -0.4, PriA SSB inh 1, Rv3671c inh 5 and Anthrax LF inh2 2.
For CC(C)CC(C)NNC(=O)c1cc2ccccc2[nH]1 (centres undefined) the results were BoNT-F LC inh 0, MazF activator 5, PrPC surface inh 2, VHR inh abs 10, 3CLpro inhibitor 5, CCHF vOTU inh -10, BoNT A protease -0.1, PriA SSB inh -5, Rv3671c inh -1 and Anthrax LF inh2 3.
Screening CCOC(=O)C1CCN(S(=O)(=O)c2csc(C(N)=O)c2)CC1 returned BoNT-F LC inh -3, MazF activator 7, PrPC surface inh -1, VHR inh abs 6, 3CLpro inhibitor -3, CCHF vOTU inh 12, BoNT A protease -0.7, PriA SSB inh -16, Rv3671c inh -7 and Anthrax LF inh2 2.
Screening CN(C(=O)c1ccc(NC(=O)C2CCCN(C(=O)OC(C)(C)C)C2)cc1)C1CCCC1 (centres undefined) returned BoNT-F LC inh 0, MazF activator 6, PrPC surface inh -3, CCHF vOTU inh 7, BoNT A protease -0.1, PriA SSB inh -15, Rv3671c inh 7 and Anthrax LF inh2 0.
Screening C/C(CC(=O)NC12CC3CC(CC(C3)C1)C2)=N\NC(=O)c1cnccn1 returned BoNT-F LC inh -3, MazF activator 3, PrPC surface inh -5, VHR inh abs 4, 3CLpro inhibitor 1, CCHF vOTU inh -11, BoNT A protease 0.0, Rv3671c inh 2 and Anthrax LF inh2 2.
For CCn1c(COc2cccc(C)c2)nnc1SCC(=O)N1CCCC1 the results were BoNT-F LC inh -4, MazF activator 1, PrPC surface inh -8, VHR inh abs -7, 3CLpro inhibitor 5, CCHF vOTU inh -10, BoNT A protease -1.2, PriA SSB inh -18, Rv3671c inh -5 and Anthrax LF inh2 -15.

Screening results from PubChem BioAssay.
